# Exocytosis inh – lytic granule exocytosis inhibition; TALL-104 LAMP-1 surface exposure, flow cytometry; cells stimulated with thapsigargin and PMA; inhibition, % at 10 µM; hit rate 0.66% among 360,000; AID 651702;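 active = inhibition above about 55%, limit read from the data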
# hiPSC survival – enhancers of human iPSC single-cell survival; hit rate 0.044% among 360,000; survival enhancement, % at 20 µM; hiPSC single-cell survival, ATPlite luminescence; 100% = ROCK inhibitor wells, 0% = DMSO; AID 602274; in the data active = survival enhancement above about 18%;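 note: cells exposed to compounds for 16 hours before the ATP read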
# MC4R ag barr – human MC4R agonism via beta-arrestin; AID 540308; U2OS MC4R beta-arrestin complementation, luminescence; percent of melanotan II response, DMSO zero; hit rate 0.98% among 360,000; activation, % at 8.9 µM;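 active = activation above a per-plate cutoff, the mean activation of sample wells on that plate plus 3 SD, cut at about 8% in these data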
# aDG glyco act – increases alpha dystroglycan glycosylation. Pro5-aDG cells, alpha-DG glycosylation AlphaScreen (IIH6); 0% Pro5, 100% B10-LARGE cell signal. hit rate 0.22% among 360,000. activation, % at 10 µM;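 active = activation of at least 8% versus controls, or a plate z-score of at least 8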;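 note: Pro5 are CHO cells carrying HIG-tagged alpha-DG that lacks glycosylation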
# MC4R antagonist – human MC4R antagonism in cAMP assay; inhibition, % at 6.5 µM; hit rate 0.48% among 360,000; P32245; MC4R-expressing cells, MTII-stimulated cAMP, LANCE TR-FRET; AID 540295;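 active = inhibition above its plate's cutoff, the mean of tested wells on that plate plus 3 SD, cut at about 29% in these data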;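 note: 0% = Melanotan II alone and 100% = Melanotan II plus saturating MCL0020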
#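 Assay system: U2OS cells stably expressing human melanocortin 4 receptor (MC4R) / Dosing: 6.5 µM / Timing: compound 30 min, challenge 1 h, detection 1 h / Measured by: Eu-cAMP/anti-cAMP TR-FRET, emission 671 nm / Replicates: singlicate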
# HTR2A ag – mouse HTR2A agonism via beta-arrestin recruitment. hit rate 0.66% among 360,000. P35363. activation, % at 7.6 µM. CHO-K1 mHTR2A beta-arrestin complementation, luminescence; percent of 30 µM serotonin response;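 active = activation above a run cutoff, the mean activation of all tested compounds plus 3 SD, cut at about 14% in these data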;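 note: 0% = plate median of compound wells and 100% = 30 µM serotonin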
# ABHD5-PLIN5 inh – inhibitors of human ABHD5-perilipin-5 interaction; inhibition, % at 4 µM; AID 602281; Split G. princeps luciferase complementation, luminescence, 4 h; Q00G26+Q8WTS1; hit rate 0.78% among 360,000;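 active = inhibition above the mean inhibition across every tested compound plus 3 SD, cut at about 22% in these data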;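 note: 0% = DMSO only wells and the 100% control is not disclosed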
# Target sequence (Q00G26 whole entry, looked up): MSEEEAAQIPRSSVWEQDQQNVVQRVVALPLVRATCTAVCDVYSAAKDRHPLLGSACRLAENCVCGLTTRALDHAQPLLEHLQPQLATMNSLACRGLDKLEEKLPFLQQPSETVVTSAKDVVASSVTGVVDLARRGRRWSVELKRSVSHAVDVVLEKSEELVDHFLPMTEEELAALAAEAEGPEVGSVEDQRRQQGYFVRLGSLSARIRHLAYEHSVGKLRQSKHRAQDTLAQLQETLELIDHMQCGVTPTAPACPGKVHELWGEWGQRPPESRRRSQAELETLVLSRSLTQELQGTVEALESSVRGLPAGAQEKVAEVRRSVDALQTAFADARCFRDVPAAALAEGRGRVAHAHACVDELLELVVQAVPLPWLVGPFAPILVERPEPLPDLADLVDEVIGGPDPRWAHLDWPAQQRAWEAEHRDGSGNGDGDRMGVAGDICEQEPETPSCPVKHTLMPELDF
# Target sequence (Q8WTS1 whole entry, looked up): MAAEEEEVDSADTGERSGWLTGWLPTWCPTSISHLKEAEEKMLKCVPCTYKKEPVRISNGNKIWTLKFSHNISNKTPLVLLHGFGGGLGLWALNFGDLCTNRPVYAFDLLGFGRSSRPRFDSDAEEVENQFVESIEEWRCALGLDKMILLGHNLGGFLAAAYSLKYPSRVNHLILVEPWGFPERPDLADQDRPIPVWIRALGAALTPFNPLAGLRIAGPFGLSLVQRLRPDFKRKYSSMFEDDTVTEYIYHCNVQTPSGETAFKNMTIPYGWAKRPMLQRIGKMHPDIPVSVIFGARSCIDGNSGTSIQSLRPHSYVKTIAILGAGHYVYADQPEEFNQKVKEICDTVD
# H9c2 protect – modulators protecting cardiomyocytes from myocardial damage. H9c2 cardiomyocytes, H2O2 injury protection, ATPLite, 2 h. protection from H2O2 cell death, % at 20 µM. hit rate 0.63% among 360,000. AID 588492;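 active = compounds giving at least 50% protection of heart cells from peroxide-induced death in the single-dose screen, raw or plate-pattern-corrected value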;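 note: 0% = DMSO wells with peroxide and 100% = DMSO wells without peroxide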
# Glyco luc inh – blocks N-linked glycosylation in D54 reporter cells | D54 ERlucT glycosylation luciferase reporter, 24 h; percent of 100 nM tunicamycin response | reporter increase, % at 12.5 µM | hit rate 0.23% among 360,000;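 active = mean luciferase reporter signal, scaled so untreated is 0 and the glycosylation-blocking control 100, at or above a set limit in every replicate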;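 note: luciferase carries N-glycosylation sites so blocking glycosylation raises the light; 0% = median of neutral control wells and 100% = median of 100 nM tunicamycin wells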
# ABCB6 inh 2 – blocks the human ABCB6 transporter. hit rate 0.19% among 360,000. AID 602162. Q9NP58. K562-ABCB6 porphyrin accumulation, flow cytometry, 1 h; stronger effect = lower value. fluorescence ratio to DMSO, % at 10 µM;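 active = fluorescence ratio to DMSO below 75%, the collection mean minus 3 SD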;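 note: signal is porphyrin accumulated inside mitochondria; 100% equals median channel fluorescence of DMSO control wells; lower ratio means ABCB6 inhibition with less porphyrin fluorescence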
# Active calls of the source: *; · = not tested or not shown. Outcome played no part in choosing rows, and some 4.5% of all compounds hit somewhere here.
SMILES,Exocytosis inh,hiPSC survival,MC4R ag barr,aDG glyco act,MC4R antagonist,HTR2A ag,ABHD5-PLIN5 inh,H9c2 protect,Glyco luc inh,ABCB6 inh 2
COc1cccc(Nc2nc(C(N)c3ccccc3Cl)cs2)n1 (stereo not drawn),-5,-0.6,-3.9,0.3,-1,0,2,1,1,98
CC(C)(C)C(=O)Nc1ccc(C(=O)Nc2cccnc2)cc1,-3,-2.5,-2.1,0.3,11,1,-3,-5,-2,94
Cc1cc(C)nc(NC(=O)/C=C/c2ccc(Cl)cc2Cl)c1,-3,-1.0,-1.3,0.1,-1,5,0,-19,-2,93
COc1cccc(CN(CC(=O)NC2CCCCC2)C(=O)c2csnn2)c1,10,0.1,0.8,0.1,9,8,1,0,1,98
O=C(NCCO)C(=O)Nc1cc2c3c(c1)CCN3C(=O)CC2,-1,-0.1,-4.1,-0.2,0,2,17,1,2,104
CC(C)(C)c1ccc(OCC(=O)O/N=C(\N)c2ccncc2)cc1,2,-0.7,-1.7,0.2,1,4,-5,-5,-1,97
S=c1nn[nH]n1C12CC3CC(CC(C3)C1)C2,-2,-0.1,-2.4,-0.2,13,-3,-5,-4,2,96
C[C@H](NC(=O)NCCc1ccccc1)C(=O)O,1,-0.6,-2.2,0.2,12,-3,-1,-4,0,108
CC1=CC(C)(C)N(C(=O)CSc2nccn2C)c2cc(C)ccc21,1,-0.3,1.2,-0.1,-5,-1,0,4,-2,102
CC(C)Oc1ccc(/C(O)=C2/C(=O)C(=O)N(CCN3CCOCC3)C2c2ccccc2)cc1 (stereo not drawn),-17,-2.5,-2.3,0.1,5,-2,-7,2,1,89
Cc1nnc(SCC(=O)Nc2nccs2)n1C(C)C,0,1.7,-0.9,0.1,-3,1,0,-3,1,94
Cc1cc(NC(=O)Nc2ccc(Cl)cc2)n(-c2ccccc2)n1,-1,-0.5,-0.8,0.1,0,-5,-1,2,-1,97
CCn1c(-c2ccc(N(C)C)cc2)nc2ccccc21,-3,-4.9,-2.6,1.6,0,4,-1,-23,-7,94
CCOC(CNC(=O)Cn1nc(Cc2ccncc2)c2ccccc2c1=O)OCC,-10,-0.3,-0.8,-0.1,4,6,-2,6,0,92
O=[N+]([O-])c1ccc2c(c1)C(=NO)c1cc(Cl)c(Cl)cc1-2,13,4.4,-2.1,0.2,-12,-8,2,-11,3,88
CN(CC(=O)NC1CCCCC1)S(=O)(=O)c1ccc2c(c1)c(=O)n(C)c(=O)n2C,-5,0.4,-1.4,0.0,8,1,-2,0,2,101
CC1=NN(c2nc(-c3ccc(F)cc3)cs2)C(=O)C1,-1,1.1,-1.4,-0.1,7,3,0,5,-1,95
CCOC(=O)C1=C(C)N(C[C@@H]2CC[C@@H](Cc3ccc(-c4ccccc4)cc3)O2)C(=O)NC1c1ccc([N+](=O)[O-])cc1 (stereo partly drawn),2,-0.9,4.4,0.7,14,6,-4,-5,-7,93
CN(C)c1ccc(C(=S)N2CCN(c3ccccc3)CC2)cc1,-3,-1.2,-0.6,2.6,-3,-5,-6,2,-2,93
C=CCc1ccccc1OCC(O)CN1CCN(CCO)CC1 (stereo not drawn),51,-0.4,-2.0,0.0,-1,-7,6,-1,2,103
Cc1nc2c(-c3ccc(F)cc3)c(C)nn2c(C)c1CCC(=O)N1CCC(Cc2ccccc2)CC1,-1,-2.7,1.2,-0.1,-4,6,-6,16,2,100
COc1ccccc1-n1cc(CN2CCN(CC=C(C)C)C(CCO)C2)cn1 (stereo not drawn),2,-0.7,0.7,0.0,1,-4,-6,1,1,97
COc1cccc(N2C(=O)C3CC=C(Cl)CC3C2=O)c1 (stereo not drawn),-2,2.9,1.1,-0.1,14,2,5,-6,0,101
O=C(COC(=O)c1ccc[n+]([O-])c1)Nc1ccccc1OC(F)F,-8,-3.2,-2.5,-0.1,4,5,-4,0,4,101
CC1CN(CC(=O)Nc2nc(-c3ccc(Cl)cc3)cs2)CC(C)O1 (stereo not drawn),-15,0.1,0.8,0.4,-2,-1,1,-7,-1,220
CCc1ccc(N(C(=O)Cn2nnc(-c3ccccc3)n2)C(C(=O)NC2CCCCC2)c2ccccn2)cc1 (stereo not drawn),3,1.9,1.4,0.0,8,1,-3,-3,-3,102
CCOC(=O)CN1C(=O)N[C@@H](c2cccc(F)c2)C(C(C)=O)=C1C,-6,1.6,-0.2,0.1,0,-2,-13,1,-3,95
O=C(NCCS(=O)(=O)c1ccc(Br)cc1)c1ccccc1Cl,-1,-0.3,0.6,0.2,-1,0,2,4,1,101
CN(Cc1cccnc1)Cc1cn[nH]c1-c1ccc(-c2ccccc2)cc1,2,0.3,-2.3,0.2,13,-1,2,0,-4,102
O=C(N/N=C/c1cccn1-c1ccc([N+](=O)[O-])cc1)C(O)c1ccccc1 (stereo not drawn),1,-0.4,-2.1,-0.1,-1,-4,4,-4,2,98

# Limited to hiPSC survival (three entries from above):
SMILES,hiPSC survival
CCOC(=O)CN1C(=O)N[C@@H](c2cccc(F)c2)C(C(C)=O)=C1C,1.6
COc1ccccc1-n1cc(CN2CCN(CC=C(C)C)C(CCO)C2)cn1 (stereo not drawn),-0.7
C=CCc1ccccc1OCC(O)CN1CCN(CCO)CC1 (stereo not drawn),-0.4

# Later entries
SMILES,Exocytosis inh,hiPSC survival,MC4R ag barr,aDG glyco act,MC4R antagonist,HTR2A ag,ABHD5-PLIN5 inh,H9c2 protect,Glyco luc inh,ABCB6 inh 2
S=C(NCCc1ccccc1)Nc1ccc(Cl)cc1Cl,0,1.2,2.2,0.1,7,-6,-1,-22,-3,103
COc1ccc2nc(C)c(C(=O)NN)cc2c1,2,-1.1,-0.7,0.0,10,1,-6,9,0,102
O=C(COc1ccc(Cl)cc1Cl)NN1C(=O)C2C3C=CC(C3)C2C1=O (stereo not drawn),1,0.0,-1.3,-0.1,17,4,7,12,-1,102
N/C(=N/O)c1ccccc1N1CCC(Cc2ccccc2)CC1,1,-0.5,-0.8,0.4,3,-1,-4,-4,-6,95
O=[N+]([O-])c1c(NCCCO)cc(Sc2ccc(Cl)cc2)c2nonc12,17,-0.6,-4.3,-0.6,-36,4,6,-4,9,102
CC1(C)Cc2cccc(OCC(=O)N3CCN(S(=O)(=O)c4ccccc4F)CC3)c2O1,0,-4.9,-0.4,0.2,0,5,-1,7,-1,95
CCC(CC)=NNc1cccc([N+](=O)[O-])c1,-8,-1.4,-1.4,-0.4,-2,-2,-4,4,1,90
CCOC(=O)c1[nH]cnc1C(=O)Nc1cccc(Cl)c1,0,1.7,-3.6,0.0,-6,1,2,0,3,98
O=C(Nc1ccc(C(=O)O)cc1)/C(=C\C=C\c1ccccc1)NC(=O)c1ccccc1Cl,10,-0.3,-3.1,-0.4,-9,-1,-1,-19,-1,87
CC(C)OC(=O)COc1ccc(-c2ccccc2)cc1,2,-2.0,-1.2,-0.1,3,-3,-8,-4,0,91
Cc1cc(C)c(S(=O)(=O)NC2CC2)c(C)c1,-10,-0.8,-1.1,-0.2,7,-1,2,0,2,101
COc1ccc(C)cc1/C=C/C(=O)N1CCN(S(=O)(=O)c2cccs2)CC1,3,4.8,0.1,-0.4,1,1,-4,15,-2,94
O=C(c1ccco1)N1CCN(Cc2cc(=O)c(OCc3ccccc3F)co2)CC1,-2,0.0,-2.2,0.2,10,4,-5,6,5,99
CCOc1ccc(C)cc1S(=O)(=O)Nc1cccnc1,-2,-2.4,-0.4,-0.1,0,1,-3,4,2,94
CCCC(C(=O)O)N1C(=O)/C(=C2\C(=O)N(C)c3ccccc32)SC1=S (stereo not drawn),-2,-1.3,0.9,-0.1,3,4,-7,10,2,98
CC1(C)CC(N(Cc2ccco2)C(=O)Cc2ccccc2)CCO1 (stereo not drawn),-4,6.5,-0.5,0.2,-6,0,-3,-2,-1,109
CC1CN(C(=S)SCCN2Cc3ccccc3C2=O)CC(C)O1 (stereo not drawn),2,0.6,-1.9,0.1,2,6,-1,-9,1,98
Nc1ncnc2c1ncn2C1C=C(CO)C(O)C1O (stereo not drawn),0,-0.1,-1.3,-0.1,-4,1,-3,5,-10,102
O=C(c1coc2ccc(O)cc12)C1CC1,-6,3.9,-1.8,0.1,1,2,-5,-1,2,104
CC(C)c1ccc(CSc2ccc(S(=O)(=O)N3CCOCC3)cn2)cc1,1,0.5,0.9,0.1,-1,-5,-8,-6,-2,93
CCOC(=O)C1=CCN(S(=O)(=O)c2ccccc2[N+](=O)[O-])C1c1ccc(C)cc1 (stereo not drawn),2,0.4,·,-0.1,·,3,-1,5,1,100
CCOC(=O)[C@@H]1[C@H]2COc3ccccc3[C@@H]2N2C(=O)N(c3cccc(F)c3)C(=O)[C@]12C,-1,7.1,-0.3,0.1,-1,5,-1,0,1,88
O=C(N1CCCCCC1)N1CCN(C(=O)N2CCCCC2)CC1,-3,-1.1,-0.8,0.2,-2,-1,1,6,0,93
COc1ccc(C[C@](C)(N)C(=O)O)cc1OC,1,7.1,0.6,0.1,2,10,3,19,-1,90
Cc1ccc(NC(=O)C2CCCN2C(=O)NC2CCCCC2)c(C)c1 (stereo not drawn),-2,4.5,-1.4,0.0,-12,2,2,-2,2,91
Cc1nc2nc(-c3cccnc3)[nH]n2c(=O)c1Cc1ccccc1,-1,-0.3,-1.1,0.1,6,-1,10,-1,-4,92
CC(=O)NS(=O)(=O)c1ccc(NC(=O)CC(C)c2ccccc2)cc1 (stereo not drawn),1,-0.2,-1.4,0.2,4,1,10,0,0,89
CN(C)c1ccc(C(CNS(=O)(=O)c2ccc([N+](=O)[O-])cc2)N2CCCC2)cc1 (stereo not drawn),4,-0.5,-1.0,-0.3,5,6,4,2,-3,102
CS(=O)(=O)N1CCN(Cc2ccc(C(F)(F)F)cc2)CC1,-1,-0.4,-1.3,0.3,7,-1,-1,-3,-1,99
O=c1ccnc(S/C=C/c2ccccc2)[nH]1,-2,-2.6,-1.0,-0.2,-6,9,-2,-13,1,99
NC(=O)CC(NC(=O)Cc1ccc(Br)cc1)c1ccc(NCCN2CCCCC2)c([N+](=O)[O-])c1 (stereo not drawn),2,-0.8,-1.7,-0.4,5,-1,7,9,-2,96
CC(C)(C)N1C(=O)c2ccccc2NC(=O)C1C(=O)NCCOc1ccccc1 (stereo not drawn),10,·,·,0.0,·,14,8,·,·,·
Cc1[nH]c2ccc(F)cc2c1CCN1C(=O)OC(C)(C)C1(C)O (stereo not drawn),-1,-0.5,0.5,0.0,8,-3,1,4,2,101
COc1cc(/C=C2\COC/C(=C\c3cc(OC)c(OC)c(OC)c3)C2=O)cc(OC)c1OC,45,6.9,-1.3,-0.4,8,10,47*,14,-22,96
O=C1Nc2ccccc2O/C1=C\c1ccccc1Br,0,-0.1,6.1,0.1,-15,5,-7,-2,0,97

# Assay outcomes (PubChem)
